Assay outcomes: PubChem, The Scripps Research Institute Molecular Screening Center
GPR151 ag = activators of human GPR151, primary screen, cell-based, PathHunter beta-arrestin, luminescence. AID 1508602, 2020. PathHunter beta-arrestin GPR151 cells. actives 1% (n = 650,000). G-protein coupled receptor 151 (Homo sapiens), Q8TDV0. activation, % at 11.2 µM; in the data active means activation above about 4.9%;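 further: 0% = median of compound wells and 100% = cells with positive control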
Target sequence (Q8TDV0 whole entry, looked up): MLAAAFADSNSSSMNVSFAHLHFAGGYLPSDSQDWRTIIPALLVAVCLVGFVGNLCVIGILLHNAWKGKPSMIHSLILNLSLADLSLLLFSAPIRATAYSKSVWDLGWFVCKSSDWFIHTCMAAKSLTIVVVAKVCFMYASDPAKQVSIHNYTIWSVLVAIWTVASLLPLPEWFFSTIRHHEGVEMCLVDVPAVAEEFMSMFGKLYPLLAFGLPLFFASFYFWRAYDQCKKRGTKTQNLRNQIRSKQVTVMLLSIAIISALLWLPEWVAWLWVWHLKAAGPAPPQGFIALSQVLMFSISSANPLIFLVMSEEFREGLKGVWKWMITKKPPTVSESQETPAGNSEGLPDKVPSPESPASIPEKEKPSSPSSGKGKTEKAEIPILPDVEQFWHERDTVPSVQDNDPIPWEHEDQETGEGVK
TEAD-YAP inh = TEAD-YAP interaction inhibition, primary screen, TEAD-YAP interaction inhibitor project, luminescence, HEK-TIYL cells; actives 1.4% (n = 640,000); AID 1259422, 2018; TEAD-Gal4/YAP UAS-luciferase luminescence; inhibition, % at 9.12 µM; in the data active means inhibition above about 32%;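 further: 0% = median of test compound wells and 100% = reference inhibitor wells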
FBW7 act = FBW7 E3 ligase activators, primary screen, biochemical, AlphaScreen, human | AlphaScreen FBW7–phospho-cyclin E peptide binding, activator screen | normalized activity (activation), % at 26.1 µM | actives 0.13% (n = 650,000) | AID 1259310, 2017; in the data active means normalized activity above about 1.9%;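 further: purified mutant Fbw7 with reduced substrate affinity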
MITF primary = MITF inhibitors, primary screen, biochemical, AlphaScreen, human | Microphthalmia-associated transcription factor (Homo sapiens), O75030 | AlphaScreen MITF homodimerization, bead proximity signal | inhibition, % at 2.6 µM | actives 0.91% (n = 650,000) | AID 1259374, 2018; in the data active means inhibition above about 50%;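 further: 0% = vehicle wells with protein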
Target sequence (O75030 whole entry, looked up): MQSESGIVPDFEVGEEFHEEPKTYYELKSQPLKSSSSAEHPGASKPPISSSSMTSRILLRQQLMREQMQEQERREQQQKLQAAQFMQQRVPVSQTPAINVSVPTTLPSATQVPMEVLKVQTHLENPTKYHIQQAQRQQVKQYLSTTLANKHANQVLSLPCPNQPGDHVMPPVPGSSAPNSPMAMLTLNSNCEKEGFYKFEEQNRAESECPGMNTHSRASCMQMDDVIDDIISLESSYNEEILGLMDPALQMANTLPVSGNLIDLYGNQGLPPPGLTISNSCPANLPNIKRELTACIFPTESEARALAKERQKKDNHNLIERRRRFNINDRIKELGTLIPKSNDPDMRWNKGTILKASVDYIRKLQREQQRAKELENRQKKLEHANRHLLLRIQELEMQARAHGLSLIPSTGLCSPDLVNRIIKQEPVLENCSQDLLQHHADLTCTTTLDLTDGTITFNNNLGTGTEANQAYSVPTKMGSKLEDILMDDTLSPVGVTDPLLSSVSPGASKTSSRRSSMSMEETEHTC
Active calls of the source: *; & = joins results of further samples.

SMILES	GPR151 ag	TEAD-YAP inh	FBW7 act	MITF primary
Cc1cc(O)c2c(-c3ccccc3)cc(=O)oc2c1	1.9	18.2	-0.2	3.9
COC(=O)C1=C(C)N(c2ccc(F)cc2)C(=O)/C1=C\c1cccc(O)c1	0.3	8.9	0.2	5.5
CC(C)(C)NC(=O)N1CCC2(C1)NCCc1c2[nH]c2ccccc12 (centres undefined)	-0.1	-0.7	0.2	-2.4
O=C(CSCc1ccccc1)N1CCC(Cn2cnc3ccccc32)CC1	1.6	5.1	-0.5	67.0*
Cc1cc(CN2CCN(C3CCCC3)C(CCO)C2)cc(C)c1O (centres undefined)	0.7	6.3	-0.1	-6.3
COc1cccc(OCC(=O)NNC(=O)CCc2ccccc2)c1	0.1	-2.1	0.2	-10.0
N#Cc1c(N2CCOCC2)nc(N)c2c(N)nc(SCC(=O)O)cc12	1.1	3.6	0.1	11.5
CCOC(=O)c1ccc(NC(=S)N2CCC(O)(c3cccc(C(F)(F)F)c3)CC2)cc1	0.0	5.0	0.0	-0.7
O=C(N/N=C\c1ccncc1)c1ccco1	-2.2	-48.5	0.2	-9.1
COc1ccccc1-n1c(SCc2ccncc2)nc2c(sc(=S)n2Cc2ccccc2)c1=O	2.0	-24.9	0.4	6.8
Cc1oc(-c2ccccc2)nc1C(=O)OCC(=O)c1c[nH]c2ccccc12	-0.6	5.4	0.1	13.4
O=C(O)CCC(=O)N1CCc2cc(S(=O)(=O)NCc3ccc(F)cc3)ccc21	0.1	-5.7	-0.1	5.3
O=C(NCc1cccnc1)c1cnn2c(C(F)(F)F)cc(-c3cccs3)nc12	0.5	-10.5	0.1	5.9
Cn1c2ccccc2n2c(=O)n(CC(=O)N3CCCCC3)nc12	0.3	16.3	0.1	-8.5
COc1ccc(N2CCN(C(=O)CN(c3cc(C)cc(C)c3)S(C)(=O)=O)CC2)cc1	0.7	7.1	0.0	-4.1
CN(Cc1ccccc1)c1nc2ncnc(SCC(=O)Nc3ccc(F)cc3Cl)c2s1	1.4	-1.5	-0.3	8.2
COc1ccc2oc(=O)c(-c3csc(C)n3)cc2c1	-1.4	-33.2	0.1	-5.3
O=C1c2ccc(Br)cc2C(=O)N1c1ccc(N2C(=O)C3C4CCC(C4)C3C2=O)cc1 (centres undefined)	-1.3	4.1	0.2	14.7
Nc1nnc(SCC(=O)Nc2nc(-c3ccccc3)cs2)s1	0.4	-3.5	0.1	4.7
C/C(Nc1ccc(C)cc1)=C(/C#N)C(N)=O	0.1	-2.7	-0.1	0.0
C/C(=N/Nc1ccc([N+](=O)[O-])cc1[N+](=O)[O-])c1ccc(N)cc1	-0.2	4.5	-0.3	7.2
CCC(NC(=O)C1CCC(CNc2c(N3CCCCC3)c(=O)c2=O)CC1)c1cccs1 (centres undefined)	0.5	4.8	0.0	6.7
CC(Oc1ccc(Cl)cc1Cl)C(=O)NCCNC(=O)C(C)Oc1ccc(Cl)cc1Cl (centres undefined)	-1.2	-3.0	-0.1	3.8
CCc1ccc(-n2c(=S)sc3c(=O)n(-c4ccccc4)c(SCC#N)nc32)cc1	0.0	-7.4	0.0	3.1
COc1ccc(/C=N/Nc2nnc(Cc3ccccc3)c(=O)[nH]2)cc1	1.2	3.5	0.0	21.4
SMILES	GPR151 ag	TEAD-YAP inh	FBW7 act	MITF primary
CC(=O)C1=C(O)C(=O)N(Cc2cccnc2)C1c1ccc(O)cc1 (centres undefined)	5.4*	9.6	0.1	-13.3
CC1CCCCN1C(=O)CSc1nc2ccsc2c(=O)n1Cc1ccccn1 (centres undefined)	-0.9	-25.6	-0.9	-0.8
Cc1nn(-c2ccccc2)nc1CNS(=O)(=O)c1cccs1	0.4	7.6	0.1	2.0
COc1ccc(OC)c(C2C=C(c3ccc(C(C)C)cc3)Nc3ncnn32)c1 (centres undefined)	-0.4	-4.0	-0.3	1.8
Cc1cc(C)c(C(=O)CC2(O)C(=O)Nc3ccccc32)cc1C (centres undefined)	0.8	4.9	0.9	4.2
CCOCCCNS(=O)(=O)c1c(C)[nH]c(=O)[nH]c1=O	0.6	6.8	-0.2	-4.3
COCCNC(=O)c1c(N)n(/N=C/c2ccc(Cl)cc2)c2nc3ccccc3nc12	-0.5	6.3	-0.2	-6.0
O=C(NCCCN1CCOCC1)c1cccc(-n2ncc3cc(Nc4c(Cl)cccc4Cl)ccc32)c1	0.4	-1.1	0.0	12.3
CCOC(=O)c1c(NC(=O)CSc2nc3ncnc(N)c3[nH]2)sc(C(C)=O)c1C	0.3	-10.3	-0.1	16.4
CCCCN1C(=O)C(O)(c2c(C)[nH]c3ccccc23)c2ccccc21 (centres undefined)	0.7	4.0	-0.1	-0.5
CC(NC(=O)CSc1nnc(COc2ccccc2Cl)o1)c1ccccc1 (centres undefined)	1.4	-2.4	0.1	6.3
C#CC(C)(CC)OCC(O)CN1CCN(c2ccc(OC)cc2)CC1 (centres undefined)	1.0	1.3	0.2	10.7
CCc1ccc(C2CC(=O)NC(SCC(=O)Nc3ccc(Br)cc3)=C2C#N)cc1 (centres undefined)	3.0	4.2	0.0	8.7
CCOC(=O)N1CCC(N2CCOc3ccc(C(O)c4cccnc4)cc3C2)CC1 (centres undefined)	-0.3	8.0	0.0	10.8
CC1=NN(C(=O)c2ccccc2)C(C)(NN(C)c2ccccc2)C1 (centres undefined)	-0.3	-56.2	-0.1	-7.9
Nc1cc(-c2cccs2)nc(N)n1	0.7	-0.4	0.0	32.7
CC(C)Cn1c(=O)c(C(=O)Nc2ncc([N+](=O)[O-])s2)c(O)c2ccccc21	-1.5	1.4	-0.2	-0.3
CC(C)C(=O)N1C2=C(C(=O)c3ccccc32)C(c2ccc([N+](=O)[O-])cc2)c2c1n(C)c(=O)n(C)c2=O (centres undefined)	-0.2	-7.9	0.0	-15.2
Cc1cc(CN(C)C(=O)CC2C(=O)NCCN2Cc2ccc(F)c(F)c2)on1 (centres undefined)	-0.4	13.1	0.0	-8.2
Cc1ccc(N(C(=O)Nc2ccccc2)C2C=CS(=O)(=O)C2)cc1C (centres undefined)	0.8	-1.9	0.1	3.3
CCOc1ccc(-c2nc(NC(=O)CSc3nc(O)cc(=O)[nH]3)sc2C)cc1	-0.7	-17.7	-0.1	0.1
O=C(Oc1ccc(/C=N/NS(=O)(=O)c2ccccc2)cc1)c1ccccc1[N+](=O)[O-]	-1.6	-1.1	0.0	9.1
Cc1cccc2c(=O)c(-c3ccccc3)c(NC(=O)CC(C)C)oc12	1.5	1.9	-0.2	-6.5
CCOC(=O)C1=C(C)N(C)C(=O)NC1c1ccc(Cl)c(Cl)c1 (centres undefined)	-0.1	2.2	-0.2	6.2
O=C(COc1ccc(Cl)cc1)Nc1ccc(-c2cn3c(n2)SCC3)cc1	0.2	3.0	0.0	11.1
SMILES	GPR151 ag	TEAD-YAP inh	FBW7 act	MITF primary
COc1cccc(C(=O)Nc2c3c(nn2-c2ccccc2C)CS(=O)C3)c1OC (centres undefined)	-2.3	-8.7	0.0	-7.9
O=C(O)c1cc(S(=O)(=O)N2CCc3ccccc32)ccc1Br	1.7	-5.2	-0.1	5.8
O=C(Nc1cnc2cnc(-c3ccccc3CO)cn12)c1ccncc1	0.7	4.0	-0.3	-2.1
CCOc1ccc(NC(=O)N2CCOc3ccccc32)cc1	-2.1	-33.0	0.0	6.3
O=C1C2C3C=CC(CC3)C2C(=O)N1c1ccccc1F (centres undefined)	0.6	2.3	0.2	15.7
Cc1c(C(=O)Nc2ccc(F)c(Cl)c2)sc2ncnc(N(C)c3ccccc3)c12	-0.7	1.8	0.0	0.8
COc1ccc(-c2nc(N)nc(OC)n2)cc1	-3.2	-11.8	0.0	-0.2
CC(=O)c1cccc(NC(=O)CN2C(=O)NC(C)(C)C2=O)c1	-1.2	-3.0	0.1	-18.3
CCOC(=O)C1(CCOc2ccccc2)CCN(Cc2nc(CC)[nH]c2C)CC1	0.5	-11.9	-0.1	9.4
Cc1ccc(N)cc1NC(=O)CSc1nc(N)cc(N)n1	-0.2	0.6	-0.1	9.8
CN[C@H](CC(C)C)C(=O)N[C@H]1C(=O)N[C@@H](CC(N)=O)C(=O)N[C@H]2C(=O)N[C@H]3C(=O)N[C@H](C(=O)N[C@H](C(=O)O)c4cc(O)cc(O)c4-c4cc3ccc4O)[C@H](O)c3ccc(c(Cl)c3)Oc3cc2cc(c3O[C@@H]2O[C@H](CO)[C@@H](O)[C@H](O)[C@H]2O[C@H]2C[C@](C)(N)[C@H](O)[C@H](C)O2)Oc2ccc(cc2Cl)[C@H]1O	-2.2&0.7&1.1	-4.6&1.4	-0.1&-0.1&-0.2	8.4&-2.4&6.4
COc1ccc2ccccc2c1C1NC(=O)c2c(sc3c2CCN(C)C3)N1 (centres undefined)	1.3	-0.1	-0.1	-4.2
CC1(C)C(=O)OC(c2ccc(F)cc2)C(C)(C)C1=O (centres undefined)	1.4	5.0	0.1	-8.0
Cc1ccc(OC(=O)CCC(=O)O)cc1	-0.4	-11.5	-0.3	2.6
CCCCOC(=O)c1cccc(NC(=O)C(C(C)C)N2C(=O)c3ccccc3C2=O)c1 (centres undefined)	0.0	-3.5	-0.1	-11.5
Fc1ccc(-n2cc(-c3ccccc3)c3c(NCCc4ccccc4)ncnc32)cc1	0.3	4.7	0.3	8.9
CCOc1ccc(NC(=O)Cc2c(C(=O)O)n(CC)c3ccccc23)cc1	-1.2	-12.6	0.2	5.9
CCOC(=O)c1c(NC(=O)CSc2nnc(C)s2)sc2c1CCCCC2	-0.9	0.2	-0.1	4.4
Cn1c(=O)c(=O)n(C)c2cc(S(=O)(=O)Nc3ccc(Br)cc3)ccc21	0.9	3.8	-0.4	12.6
CCOc1c(OC)cc(/C=C2/C(=O)NN(c3ccc(C)c(Cl)c3)C2=O)cc1[N+](=O)[O-]	-0.1	0.7	0.0	-11.8
CCOC(=O)Cc1nc(C)n(CC(=O)OCC)c(=O)c1CC	1.0	2.9	0.1	1.7
CCCC1=C(C(=O)OCC)C(c2cccc(OC)c2)C(C#N)=C(N)O1 (centres undefined)	-0.1	3.7	-0.2	-1.4
Cc1c(NC(=O)COc2ccccc2)c(=O)n(-c2ccccc2)n1C	0.8	13.1	0.0	-8.7
Cn1c(=O)c2cc(C(=O)NCC3CCCO3)n(Cc3ccccc3)c2n(C)c1=O (centres undefined)	0.2	-6.9	0.4	25.1
COc1ccccc1N1CCN(C(=O)Cn2c(=O)[nH]c3ccccc3c2=O)CC1	0.8	11.2	0.0	3.7

In the list so far, nine have an NH in an aromatic ring:
SMILES	GPR151 ag	TEAD-YAP inh	FBW7 act	MITF primary
CC(C)(C)NC(=O)N1CCC2(C1)NCCc1c2[nH]c2ccccc12 (centres undefined)	-0.1	-0.7	0.2	-2.4
Cc1oc(-c2ccccc2)nc1C(=O)OCC(=O)c1c[nH]c2ccccc12	-0.6	5.4	0.1	13.4
COc1ccc(/C=N/Nc2nnc(Cc3ccccc3)c(=O)[nH]2)cc1	1.2	3.5	0.0	21.4
CCOCCCNS(=O)(=O)c1c(C)[nH]c(=O)[nH]c1=O	0.6	6.8	-0.2	-4.3
CCOC(=O)c1c(NC(=O)CSc2nc3ncnc(N)c3[nH]2)sc(C(C)=O)c1C	0.3	-10.3	-0.1	16.4
CCCCN1C(=O)C(O)(c2c(C)[nH]c3ccccc23)c2ccccc21 (centres undefined)	0.7	4.0	-0.1	-0.5
CCOc1ccc(-c2nc(NC(=O)CSc3nc(O)cc(=O)[nH]3)sc2C)cc1	-0.7	-17.7	-0.1	0.1
CCOC(=O)C1(CCOc2ccccc2)CCN(Cc2nc(CC)[nH]c2C)CC1	0.5	-11.9	-0.1	9.4
COc1ccccc1N1CCN(C(=O)Cn2c(=O)[nH]c3ccccc3c2=O)CC1	0.8	11.2	0.0	3.7

(listing goes on)
SMILES	GPR151 ag	TEAD-YAP inh	FBW7 act	MITF primary
CC(C)Cc1ccc2c(N)c(C(=O)c3ccc([N+](=O)[O-])cc3)sc2n1	-0.5	9.9	-0.1	8.8
Cc1ccc(S(=O)(=O)N2CCN(S(=O)(=O)c3ccccc3)C2C)cc1 (centres undefined)	0.8	-2.0	0.0	0.9
COc1ccc(CN2CCCC(CO)(Cc3ccccc3)C2)c(F)c1 (centres undefined)	4.0	-4.5	-0.1	10.8
COc1ccccc1C(c1nnnn1Cc1ccccc1)N1CCN(C)CC1 (centres undefined)	-0.7	3.4	0.0	17.2
CCCCN(CCCC)Cc1c(C)[nH]c2ccc(Br)cc2c1=O	0.5	-0.7	-0.1	-3.2
CCn1c(/C=C(/OC(=O)c2ccccc2Cl)c2ccccc2Cl)nc2ccccc21	-0.3	4.1	-0.1	-6.5
Cn1c(=O)n(CC(=O)N2CCN(c3ccccc3F)CC2)c(=O)c2ccccc21	-0.6	10.5	0.1	9.1
O=C(C1=C(O)C(=O)N(CCN2CCOCC2)C1c1cccnc1)c1ccco1 (centres undefined)	-0.7	4.4	0.2	16.4
O=C(CCCn1c(=S)[nH]c2ccccc2c1=O)NC1CCCCC1	-0.9	4.2	-0.2	1.9
COC(=O)c1ccc(NC(=O)c2nn(C)c3c2COc2ccccc2-3)cc1	-3.2	3.4	0.3	8.9
NC(=O)c1ccccc1NC(=O)c1ccccn1	-1.7	-54.1	0.0	3.9
CC(=O)N1c2ccccc2N2C(c3c(C)cc(C)cc3C)=NON12	0.8	1.5	-0.1	-7.1
CN1CCCN(C(=O)C2CC23CCN(Cc2cc4ccccc4s2)CC3)CC1 (centres undefined)	-0.7	-3.4	-0.1	8.0
